D2 PAM = positively modulates the human D2 dopamine receptor allosterically | P14416 | HEK293 T-REx D2, calcium flux, EC20 dopamine potentiation | potentiation, % at 10 µM | 340,000 tested, 0.34% active;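 active = potentiation over 3 SD above the plate norm, cut at about 30% in these data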; note: 0% is about no effect
Target sequence (P14416 whole entry, looked up): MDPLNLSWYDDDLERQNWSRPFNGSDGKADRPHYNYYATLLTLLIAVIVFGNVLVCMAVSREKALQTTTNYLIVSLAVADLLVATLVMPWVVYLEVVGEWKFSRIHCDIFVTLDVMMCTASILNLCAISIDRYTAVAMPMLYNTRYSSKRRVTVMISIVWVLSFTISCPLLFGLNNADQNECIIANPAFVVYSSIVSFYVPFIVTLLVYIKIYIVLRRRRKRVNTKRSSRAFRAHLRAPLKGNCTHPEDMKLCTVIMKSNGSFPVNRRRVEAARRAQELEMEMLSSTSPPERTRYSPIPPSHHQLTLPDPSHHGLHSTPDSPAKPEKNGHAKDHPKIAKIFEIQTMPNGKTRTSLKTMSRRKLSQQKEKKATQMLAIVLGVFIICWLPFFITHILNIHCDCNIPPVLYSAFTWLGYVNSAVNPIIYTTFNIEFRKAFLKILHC
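Tetracycline-induced HEK293 T-REx cells force-coupled to calcium signalling expressed D2; compounds were pin-added after a 10 s baseline, read kinetically 180 s, then an EC20 dopamine challenge followed with a further 180 s calcium read.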
RXFP1 antag = RXFP1 (human) relaxin receptor antagonism. Q9HBX9. HEK293-RXFP1, relaxin-stimulated cAMP HTRF, 30 min; stronger effect = lower value. activity change, negative = inhibition, % at 57.5 µM. 350,000 tested, 0.59% active;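 active = activity change of -60% or lower, but not beyond a set lower limit; inconclusive = change between -60% and -40%, or beyond the set limit; inactive = change above -40%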; note: % is set by controls: 0 for no effect and ±100 for the full control effect
Vif-APOBEC3G blk = Vif-A3G binding inhibition; Q9HC16; HeLa A3G-eYFP + Vif (tagged APOBEC3G with the HIV-1 protein that degrades it), YFP fluorescence, overnight; Potency, µM (doses to about 46.1 µM), for the others: at the highest dose activity, negative = active, most hits filed as inhibitors; 410,000 tested, 0.076% active; AID 602310;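 note: potency is the fitted concentration of half-maximal effect; % is set by controls: 0 for no effect and ±100 for the full control effect; nearly all actives have a fitted effect of over 60% in size; hits raise eYFP signal because A3G escapes Vif-driven loss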
Target sequence (Q9HC16 whole entry, looked up): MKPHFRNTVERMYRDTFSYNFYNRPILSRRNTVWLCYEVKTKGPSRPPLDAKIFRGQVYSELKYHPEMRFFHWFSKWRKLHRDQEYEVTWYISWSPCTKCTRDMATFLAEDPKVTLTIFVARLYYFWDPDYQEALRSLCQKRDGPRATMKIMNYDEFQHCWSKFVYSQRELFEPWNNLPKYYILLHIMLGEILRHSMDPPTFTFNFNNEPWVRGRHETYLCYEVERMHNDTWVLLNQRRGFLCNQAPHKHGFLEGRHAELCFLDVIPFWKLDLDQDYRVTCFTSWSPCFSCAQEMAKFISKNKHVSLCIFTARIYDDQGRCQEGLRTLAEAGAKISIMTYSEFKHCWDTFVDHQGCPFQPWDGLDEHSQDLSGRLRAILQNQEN
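HeLa cells stably expressing Vif and C-terminally eYFP-tagged A3G, seeded overnight at 37 deg C, then exposed to compound by pintool overnight at 37 deg C. Rise in yellow fluorescence (Ex 488/Em 500-530, Acumen) marks blocked Vif-driven A3G degradation.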
D1 potentiator = potentiators of human D1 dopamine receptor. P21728. HEK293 TREx D1 cells, calcium flux, dopamine EC20 potentiation. potentiation, % at 10 µM. 360,000 tested, 0.036% active. AID 504651; in the data active = potentiation above about 30%; note: 0% is about no effect
RXFP1 agonist = RXFP1 (human) receptor agonism; HEK293T-RXFP1 cAMP TR-FRET, 30 min; response scale: percent of porcine relaxin response, buffer zero; Potency, µM (highest dose often 57.5 µM), for inactives: at the highest dose activation, usual class: activators; 370,000 tested, 0.3% active; note: potency is the fitted concentration of half-maximal effect; % is set by controls: 0 for no effect and ±100 for the full control effect; nearly all actives have a fitted effect of over 60% in size; many of its hits are not listed in these tables
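HEK293 cells stably expressing RXFP1, treated 30 min at 37C with compounds plus PDE4 inhibitor Ro 20174; cAMP measured by HTRF TR-FRET. Normalized to buffer and 29 nM porcine relaxin; EC50 by Hill fit.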
Glioma ERSR ind = induces the endoplasmic reticulum stress response in human glioma cells; U87-MG GRP78 promoter luciferase reporter, 16 h; Potency, µM, for the others: at the highest dose activation, most hits filed as activators; 420,000 tested, 0.02% active; note: potency is the fitted concentration of half-maximal effect; series mostly up to about 76 µM; % of control where 0% means no effect; nearly all actives have a fitted effect of over 35% in size
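Stably transfected U87-MG glioma cells carrying a GRP78-based luciferase sensor; 16 h compound incubation. Luminescence end-point read 10 min after Bright-Glo addition at room temperature.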
D1 agonist = agonists of human D1 dopamine receptor | P21728 | HEK293 T-REx D1 cells, calcium flux, agonist mode | activation, % at 2 µM | 360,000 tested, 1% active; in the data active = activation above about 30%; note: 0% is about no effect
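Tetracycline-induced HEK293 TREx D1 cells, force-coupled to calcium signalling, were dye-loaded with a no-wash calcium kit. Compound was pin-added after a 10 s baseline. Fluorescence was read kinetically at 1 cycle/s for 180 s, with calcium rises flagged as agonism.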
D1 antagonist = blocks dopamine activation of the human D1 receptor; P21728; activity change, negative = inhibition, % at 10 µM; HEK293 TREx D1 cells, calcium flux, dopamine EC80; stronger effect = lower value; 360,000 tested, 3.2% active; in the data active = activity change below about -30%; note: % is set by controls: 0 for no effect and ±100 for the full control effect
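Tetracycline-induced HEK293 Trex D1 cells, force-coupled to calcium, dye-loaded; compounds added and read 180 s, then EC80 dopamine added and calcium flux tracked kinetically another 180 s.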
Vif-A3F inh = Vif-A3F binding inhibition | HeLa A3F-eYFP + Vif (tagged APOBEC3F with the HIV-1 protein that degrades it), YFP fluorescence increase | Potency, µM (titrated, usually from 46.1 µM), for inactives: at the highest dose activity, negative = active | 390,000 tested, 0.2% active | AID 602313; note: potency is the fitted concentration of half-maximal effect; % of control where 0% means no effect; nearly all actives have a fitted effect of over 65% in size
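HeLa cells stably expressing Vif plus C-terminally eYFP-tagged A3F were seeded, incubated overnight at 37 deg C, dosed with compound, incubated overnight again at 37 deg C. Yellow fluorescence (Ex 488/Em 500-530) reported blocked Vif-mediated A3F-eYFP degradation.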
Active calls of the source: *; ? = inconclusive; nt = no result given. Unless noted, calls come from the whole dose curve; as a rule, active = well fitted curve in the direction sought with a large enough effect; inconclusive = small, poorly fitted or top-dose-only effect, or another doubt; inactive = no such curve, though single readings can be large; an effect the other way counts as inactive or inconclusive.

Under each structure: D1 agonist	D1 potentiator	Vif-A3F inh	D1 antagonist	Vif-APOBEC3G blk	RXFP1 antag	D2 PAM	RXFP1 agonist	Glioma ERSR ind
1: COc1ccccc1NS(=O)(=O)c1cccc(NC(=O)NCCCl)c1
→ 8	0	0%	-2	4%	14	-4	-0.6%	-2%
2: O=C(O)CCCN1C(=O)C2C3CC(C2C1=O)C1C(c2ccccc2)c2sc(=O)[nH]c2SC31 (configuration not stated)
→ 1	-4	2%	-17	0%	-13	0	1.7%	-4%
3: COc1ccc(NS(=O)(=O)c2ccc(C(=O)N3CCCCCC3)cc2)cc1
→ nt	nt	5%	nt	-1%	-2	nt	nt	-1%
4: Cn1c(=O)c2c(nc(SCC(=O)Nc3ccccc3F)n2Cc2ccccc2F)n(C)c1=O
→ 0	0	nt	-1	nt	-2	-14	1.7%	nt
5: FC(F)(F)c1ccc2c(c1)[nH]c(=S)n2C1CC1
→ 9	10	4%	-8	-1%	-17	6	2.8%	0%
6: N#Cc1c(NC(=O)CCCN2C(=O)c3ccccc3C2=O)oc(-c2ccccc2)c1-c1ccccc1
→ 3	-2	5%	7	1%	0	15	2.0%	-3%
7: Cc1[nH]n2c(=O)c3c(nc2c1-c1ccc(F)cc1)CCCC3
→ 4	-4	-2%	7	2%	-9	-22	3.3%	-2%
8: CC(=O)c1ccc2c(ccc3ccccc32)c1
→ 6	1	3%	-2	-13%	-10	9	0.5%	?
9: CSc1ccccc1NC(=O)c1ccccc1N(Cc1ccccc1)S(C)(=O)=O
→ 23	0	-5%	2	0%	-9	0	-0.3%	-3%
10: Cc1c(Cl)cccc1NC(=O)Nc1nnc(N(C)C2CCCCC2)s1
→ 0	-2	-6%	0	2%	-8	-5	-0.9%	-2%
11: CN(C)Cc1c(O)ccc2occ(C(O)c3ccccc3)c12 (configuration not stated)
→ 12	-3	7%	3	-5%	5	nt	0.2%	-4%
12: COC(=O)c1ccc(C)c(NC(=O)COC(=O)C2CC3CCCC(C2)C3=O)c1 (configuration not stated)
→ 2	0	-1%	0	2%	-7	4	0.6%	-4%
13: O=C(Nc1ccccc1Cl)[C@H](CSCc1ccccc1)N1Cc2ccccc2C1=O
→ 12	-5	0%	-17	-1%	nt	-7	0.6%	-1%
14: CSC1=C(C#N)C(CC(C)C)C(C(C)=O)=C(C)N1 (configuration not stated)
→ 2	-2	-11%	-5	-4%	-4	-6	1.7%	2%
15: O=C(/C=C/c1ccccn1)c1cc(Cl)cc(Cl)c1O
→ 1	0	-1%	-3	-19%	-16	12	1.9%	-5%
16: COc1ccccc1/C=C\C=N\n1c(-c2ccc(Cl)cc2Cl)n[nH]c1=S
→ 2	-1	-4%	-3	-20%	-24	nt	6.2%	-4%
17: Cc1ccc(NC(=O)c2ccccc2-c2ccc(C(F)(F)F)cc2)cc1S(=O)(=O)N1CCOCC1
→ 8	3	2%	3	0%	-4	6	-0.3%	-3%
18: CC(=O)c1ccc(N2CCN(c3ncnc4c3nc3n4CCCC3)CC2)cc1
→ 17	-4	0%	-26	11%	-5	4	27%	-5%
19: COc1ccc(-n2c(SCC(=O)NC3CCCCC3)nc3ccsc3c2=O)cc1
→ -1	-9	4%	1	0%	-3	-9	0.2%	-3%
20: COc1cc2c(cc1OC)CN(c1ccc([N+](=O)[O-])cc1C#N)CC2
→ 5	-4	-5%	5	-1%	12	2	3.0%	-2%
21: Cc1cccc(C)c1N=C1SC(CC(=O)Nc2c(C)cccc2C)C(=O)N1CCc1ccccn1 (configuration not stated)
→ 1	-2	2%	-6	-9%	-12	4	2.6%	1%
22: CCCc1nnc(NC(=O)CCN2C(=O)c3ccccc3C2=O)s1
→ 3	-6	2%	1	-1%	7	-2	7.4%	-5%
23: O=C(CSc1ncn(-c2ccccc2)n1)Nc1nncs1
→ -1	-1	-2%	-6	1%	-2	2	0.5%	-4%
24: COc1ccc(C2Nc3ccccc3C(=O)N2c2ccc(F)cc2)cc1CSc1ccccn1 (configuration not stated)
→ 1	-6	-17%	3	1%	-7	12	15%	2%
25: CN1N=C(C(=O)N2CCc3c([nH]c4ccccc34)C2c2c(F)cccc2Cl)CCC1=O (configuration not stated)
→ 7	2	-4%	2	-4%	-3	3	-0.2%	-1%
26: O=C(NCCOc1ccccc1)c1cc(C(=O)NCCOc2ccccc2)cc([N+](=O)[O-])c1
→ 9	-7	0%	-40*	1%	2	17	0.0%	-1%
27: Cc1ccc2nc3c(cc(C(=O)NCC4CCCO4)c(=N)n3C(C)C)c(=O)n2c1 (configuration not stated)
→ -3	0	2%	11	5%	-6	-1	21%	-1%
28: CCOc1ccc(CC(=O)Nc2c(C(N)=O)oc3ccc(Br)cc23)cc1OCC
→ 2	-3	-2%	-14	2%	4	nt	3.6%	-3%
29: CC1CC(C)CN(CCCNC(=O)C2CCCN(c3nnc(N4CCCC4=O)s3)C2)C1 (configuration not stated)
→ 1	-5	-12%	2	-2%	4	-6	3.4%	-2%
30: COc1ccc(CCNc2ncnc3c2cnn3-c2ccc(C)cc2)cc1
→ 0	-4	-2%	-64*	6%	-25	10	0.3%	-5%
31: C=CCOc1ccc(/C=N/n2cncn2)cc1OC
→ 0	2	10%	-4	1%	-6	-5	0.9%	-4%
32: CC(=O)C1=C(O)C(=O)N(c2cccnc2)C1c1cccc([N+](=O)[O-])c1 (configuration not stated)
→ 2	7	-3%	9	-9%	19	2	1.0%	-1%
33: O=C(c1ccco1)N(Cc1cccs1)C1CCS(=O)(=O)C1 (configuration not stated)
→ 1	-4	-3%	5	-4%	0	-1	-1.3%	-2%
34: O=C1CC(c2ccccc2)CC(O)=C1C=NCCN1CCN(C(=S)Nc2cccc(Cl)c2)CC1 (configuration not stated)
→ 4	-6	-8%	14	-6%	-5	0	2.8%	-3%
35: O=C(COC(=O)CCc1ccc(S(=O)(=O)N2CCOCC2)cc1)NC1CCCCCC1
→ 5	6	-1%	-13	-4%	4	2	0.6%	-4%
36: CCCN1CCN(C(=O)CN2C(=O)COc3ccc(S(=O)(=O)N(CC)CC)cc32)CC1
→ -1	-3	-18%	5	7%	-16	1	-0.5%	-5%
37: O=C(O)c1cccc(S(=O)(=O)N(Cc2ccccc2)c2cccc(C(F)(F)F)c2)c1
→ 3	0	10%	5	-2%	-2	-4	0.7%	0%
38: CC(=O)Nc1ccc(NC(=O)C2CCCN(S(=O)(=O)c3ccc(Cl)cc3)C2)cc1 (configuration not stated)
→ 0	-7	0%	-19	0%	-6	nt	3.0%	9%
39: CC(C)(C)c1cc[n+](C2=C([O-])c3ccccc3C(=O)/C2=N\S(=O)(=O)c2cccs2)cc1
→ 0	0	12%	2	-4%	17	-8	0.1%	-14%
40: NC(=O)CN1C(=O)C(O)(CC(=O)c2ccccc2O)c2ccccc21 (configuration not stated)
→ 2	-2	-11%	-10	2%	nt	-11	-0.6%	1%
41: CN1CCC(=O)N([C@H](CSc2ccc(Br)cc2)Cc2ccccc2)CC1
→ 9	-6	2%	-1	-5%	nt	9	7.1%	-1%
42: CCOC(=O)C1Nc2ccc(Br)cc2C2C=CCC12 (configuration not stated)
→ 6	2	-1%	15	-1%	2	13	5.5%	-4%
43: O=S(=O)(c1cccc2nsnc12)N1CCN(C/C=C\c2ccccc2)CC1
→ 8	11	-7%	-15	4%	-14	-1	0.2%	-3%
44: O=C(C1CCN(S(=O)(=O)c2ccc(Cl)cc2)CC1)N1CCN(c2ccccn2)CC1
→ 1	-6	1%	-12	1%	2	-3	-1.4%	-2%

Assay outcomes from PubChem BioAssay.

An excerpt, so the mix of outcomes need not match the whole.
